# Source: PubChem
# KCNQ2 inh – KCNQ2 potassium channel inhibitors, primary screen, cell-based, CHO-K1, FluxOR thallium flux, B-score (AID 2156). B-score at 10 µM. 310,000 tested, 1.1% active. 20 min; stronger effect = lower value. Potassium voltage-gated channel subfamily KQT member 2 (Rattus norvegicus), O88943;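 active = fluorescence ratio B-score at most minus 3 library SDs, with starting brightness B-score within 2 library SDs, cut at about -5.5 in these data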
# Kir21 block – inhibitors of mouse Kir2.1 inward-rectifier potassium channel; Inward rectifier potassium channel 2 (Mus musculus), P35561; HEK293-Kir2.1, FluxOR thallium flux fluorescence; stronger effect = lower value; B-score at 10 µM; 310,000 tested, 0.85% active; AID 1672, 2009;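 active = fluorescence ratio B-score at or below minus 3 SD of library scores, with starting-brightness B-score within 2 SD, cut at about -4.2 in these data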;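 note: channel flux triggered by added potassium and thallium sulfate stimulus; B-score of peak minus minimum fluorescence over baseline after thallium stimulus; more negative B-score means stronger Kir2.1 block with less thallium influx; some compounds called inactive have numbers as strong as hits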
# Target sequence (P35561 whole entry, looked up): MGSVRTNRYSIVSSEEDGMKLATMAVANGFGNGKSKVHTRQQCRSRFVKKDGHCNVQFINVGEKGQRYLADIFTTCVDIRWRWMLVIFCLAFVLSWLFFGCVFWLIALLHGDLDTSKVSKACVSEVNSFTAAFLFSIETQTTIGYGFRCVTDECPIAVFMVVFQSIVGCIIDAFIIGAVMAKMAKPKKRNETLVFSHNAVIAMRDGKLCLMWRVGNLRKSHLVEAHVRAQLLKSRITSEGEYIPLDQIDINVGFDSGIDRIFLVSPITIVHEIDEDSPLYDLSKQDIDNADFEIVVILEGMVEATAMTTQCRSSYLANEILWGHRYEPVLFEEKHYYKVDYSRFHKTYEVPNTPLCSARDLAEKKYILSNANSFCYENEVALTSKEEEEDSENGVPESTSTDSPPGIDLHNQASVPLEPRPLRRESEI
# An asterisk follows results filed as active; i = inactive.
SMILES,KCNQ2 inh,Kir21 block
CNC(=O)CSc1nnc(COc2ccc([N+](=O)[O-])cc2)n1C,i,-1.04
CCOc1ncccc1C(=O)N(CC)CC(=O)NCc1ccc(F)cc1,i,-1.33
O=C(COC(=O)c1ccco1)c1ccc(S(=O)(=O)N2CCCCC2)cc1,i,1.21
Cc1ccc(Nc2cc(C)c3ccc(O)cc3n2)cc1C,i,-5.09*
O=c1c2ccc(Cl)cc2[nH]c(=S)n1CCC1=CCCCC1,i,1.24
CN(C)c1cccc(N(C)C)c1CNC(=O)NC(=O)c1c(F)cccc1F,i,1.01
O=C(NNS(=O)(=O)c1ccccc1[N+](=O)[O-])c1ccncc1,i,-1.4
CCCCC(c1nnnn1CS(=O)(=O)c1ccc(C)cc1)N1CCN(C)CC1 (stereo unspecified),i,-1.65
O=C(NCCn1cccn1)c1ccc(OC2CCN(CCc3ccccc3)CC2)cc1,i,-0.75
COc1cccc(N2C(=O)c3ccncc3C2=O)c1,i,-0.5

# Gathered by group, the entries above with four or more nitrogen atoms (five)
SMILES,KCNQ2 inh,Kir21 block
CNC(=O)CSc1nnc(COc2ccc([N+](=O)[O-])cc2)n1C,i,-1.04
CN(C)c1cccc(N(C)C)c1CNC(=O)NC(=O)c1c(F)cccc1F,i,1.01
O=C(NNS(=O)(=O)c1ccccc1[N+](=O)[O-])c1ccncc1,i,-1.4
CCCCC(c1nnnn1CS(=O)(=O)c1ccc(C)cc1)N1CCN(C)CC1 (stereo unspecified),i,-1.65
O=C(NCCn1cccn1)c1ccc(OC2CCN(CCc3ccccc3)CC2)cc1,i,-0.75

# Later entries
SMILES,KCNQ2 inh,Kir21 block
COc1ccc(C2CC(c3ccccc3O)=NN2c2ccccc2)cc1 (stereo unspecified),i,0.27
Cc1ccc(C(=O)CNc2ccc(Cl)cc2)cc1,i,-0.31
O=C(c1ccc(F)cc1)N1CCC(C(=O)N2CCN(S(=O)(=O)c3cccc(F)c3)CC2)CC1,i,0.03
CCOc1ncccc1C(=O)Nc1ccccc1F,i,-0.04
O=C(N/N=C/c1cccc(NC(=O)c2ccc(Cl)cc2)c1)c1ccc(O)cc1,i,1.53
Cc1ccccc1OCCSc1nnc(-c2ccncc2)n1C,i,0.82
COc1ccc(CNCc2ccc3ccccc3c2)c(OC)c1,i,-8.54*
Clc1ccc(-c2ccc(C=Nc3ccc(N4CCOCC4)cc3)o2)cc1,i,0.19
O=C(Nc1cccc(-c2nc3ccccc3[nH]2)c1)c1ccc(C(=O)Nc2cccc(-c3nc4ccccc4[nH]3)c2)cc1,i,-1.06
CC1CCCN(S(=O)(=O)c2cc3c4c(c2)CCN4C(=O)CC3)C1 (stereo unspecified),i,-0.76
Cc1cc(CN(C)C(=O)CCc2nnc(Cc3cccc(C(F)(F)F)c3)o2)on1,i,-2.91
CCc1ccccc1NC(=O)CCc1nc(-c2ccc(C)cc2)no1,i,0.55
O=C(CSc1nnc(NC(=O)c2ccc3c(c2)OCO3)s1)NCc1ccco1,i,-1.04
O=C1NC(c2cccc(Cl)c2)Oc2ccccc21 (stereo unspecified),i,0.55
O=C(NC1CCCCC1)c1ccc(NS(=O)(=O)c2cccc3cccnc23)cc1,i,-1.62
Fc1ccc(COc2ccccc2-c2ccnc3ncnn23)cc1,i,0.14
COc1cccc(NC(=O)CC2C(=O)NCCN2C(=S)Nc2ccc(F)cc2)c1 (stereo unspecified),i,1.74
O=c1cnnc(Nc2ccc(Nc3ccccc3)cc2)[nH]1,i,-0.6
Cc1ccc(CSc2nnc(CCCCCNC(=O)OC(C)(C)C)o2)cc1,i,-3.07
COc1cc(-c2cc(C(=O)Nc3c(Cl)cc(Cl)cc3Cl)c3ccccc3n2)cc(OC)c1OC,-7.22*,-0.97
O=C(Nc1ccccc1Cl)Oc1ccc(Cl)cc1Cl,i,0.45
COc1ccc(N2CCN(CCC(=O)c3ccc4ccccc4c3)CC2)cc1,i,-0.02
Cc1ccc(S(=O)(=O)N2CCCC(C)C2)cc1 (stereo unspecified),i,0.08
COC(=O)[C@H](CCSC)NC(=O)NC1CCN(Cc2ccccc2)CC1,i,-1.39
CCOC(=O)c1ccccc1NC(=O)CN(c1ccccc1OCC)S(C)(=O)=O,i,0.59
O=C(/C=C/c1ccco1)NC(=S)Nc1cccc(-c2nc3ccccc3s2)c1,i,-0.39
Cc1nc(SCC(=O)O)c(C#N)c(-c2ccco2)c1C(=O)N(C)C,i,-0.02
CCCCSc1nnc(-c2ccccc2NC(C)=O)c(=O)[nH]1,i,1.55
Cc1cc2cc(C#N)c(NCCNC(=S)NCCCN3CCOCC3)nc2cc1C,i,0.56
COCCCNC(=O)c1ccc2c(=O)n(Cc3ccccc3OC)c(=S)[nH]c2c1,i,0.39

# One compound at a time (already shown). Values in the order: KCNQ2 inh | Kir21 block
# Cc1cc2cc(C#N)c(NCCNC(=S)NCCCN3CCOCC3)nc2cc1C reads i | 0.56
# Cc1ccc(S(=O)(=O)N2CCCC(C)C2)cc1 (stereo unspecified) reads i | 0.08

# The results go on:
SMILES,KCNQ2 inh,Kir21 block
NC(=O)c1ccccc1NC(=O)Nc1ccc(F)c(Cl)c1,i,0.58
C=CCc1cc(OC)ccc1OCCCCn1cncn1,i,1.48
COc1ccc(NC(=O)C2CCC(=O)N2S(=O)(=O)c2ccc(C)cc2)c(OC)c1 (stereo unspecified),i,-0.9
Cc1ccc(N2C(=O)C3C4C=CC(CNC(=S)N5CCN(c6cccc(C)c6)C(C)C5)(O4)C3C2=O)cc1 (stereo unspecified),i,-1.24
CC(=O)CC1(O)C(=O)Nc2ccccc21 (stereo unspecified),i,-0.29
COc1ccc2[nH]c(=O)c(CN(Cc3nnnn3Cc3ccccc3)CC3CCCO3)cc2c1 (stereo unspecified),i,-2.57
O=C(C(Cc1ccccc1)N1C(=O)C2C3C=CC(C3)C2C1=O)N1CCCCC1 (stereo unspecified),i,-0.04
Cc1cccc(C)c1NC(=O)c1cnccn1,i,0.15
CC(=O)c1c(C)c[nH]c1C,i,-1.55
CCC1CCCCN1S(=O)(=O)c1ccc(NC(=O)CSc2ncccc2C(=O)O)cc1 (stereo unspecified),i,1.5
O=C(CN1C(=O)C2CCCN2C(=O)c2ccccc21)Nc1ccccc1-n1cccc1 (stereo unspecified),i,0.84
CCn1c(SCc2ccc(F)cc2)nnc1C1CCN(S(=O)(=O)c2ccc(OC)cc2)CC1,i,0.71
CCOc1ccc(C(C(=O)NC2CCCC2)N(C(=O)c2snc(C(N)=O)c2N)C2CCCC2)cc1 (stereo unspecified),i,-1.94
COc1ccc(C(=O)NC(Oc2ccccc2)C(Cl)(Cl)Cl)cc1 (stereo unspecified),i,0.93
O=C(COc1ccc(Br)cc1)Nc1ccc2c(c1)C(=O)NC2=O,i,-0.44
CS(=O)(=O)N(CC(=O)N1CCOCC1)c1cc(Cl)ccc1Cl,i,-2.46
CCC(=O)N1CCCc2cc(S(=O)(=O)N3CCC(N4CCCCC4)CC3)ccc21,i,-0.15
O=C(CN1CCC(n2cnc3cc(F)ccc32)CC1)Nc1ccccc1Br,i,-0.74
O=C(NCc1ccco1)c1ccc(Cn2c(=O)c3ccccc3n(Cc3cccc(F)c3)c2=O)cc1,i,0.93
CCOC(=O)c1ccc(NC(=O)C2(c3ccc(OC)cc3)CCOCC2)cc1,i,0.11
Cc1ccc(NC(=O)C2CCCN(C(=O)c3ccc(Cl)cc3)C2)c(C)c1 (stereo unspecified),i,-0.77
Cc1cc2c(Nc3ccccc3)ncnc2s1,i,0.49
Cc1cccc(-c2nc3c(c(SCC(N)=O)n2)CCCC3)c1,i,0.27
COc1ccc(-c2oc(NC(=O)c3ccc(C)cc3)c(C#N)c2-c2ccc(OC)cc2)cc1,i,2.45
Cc1[nH]c2ccccc2c1/C=N/NC(=O)CNC(=O)c1ccc2c(c1)OCCO2,i,-0.01
COc1cc(OC)cc(C(=O)Nc2nnc(Cc3ccc(OC)c(OC)c3)s2)c1,i,1.33
COc1ccc(CC(=O)NCCCc2ccccc2)cc1OC,i,2.39
CCCCN(C(=O)Nc1ccc(Cl)cc1)C1CCN(C(C)=O)CC1,i,-0.29
O=C(c1cc2ccccc2o1)N1CCN(c2ccccn2)CC1,i,0.07
CC1CC(C)CN(CCCNC(=O)C2CCN(c3ncnc4c3sc3cccc(F)c34)CC2)C1 (stereo unspecified),i,-1
C=CCOc1ccc(/C=C2\SC(=S)N(N3CCOCC3)C2=O)cc1,i,1.57
Cc1cc(CN(C)C(=O)C2CCC(=O)N(CCc3cccc(F)c3)C2)on1 (stereo unspecified),i,0.42
COc1ccc(CN/C=C2\CCCCC2=O)cc1,i,0.33
ClCCCc1cn(C[C@H]2CC[C@@H]([C@@H]3CC[C@H](Cn4cc(CCCCl)nn4)O3)O2)nn1,i,1.47
O=C(O)c1ccccc1-c1cn2cc(Cl)ccc2n1,i,-0.34
Cc1ccc(NC(=O)CSc2ncc3ccccn23)cc1C,i,-2.05
O=C(NCc1ccco1)C1CCCN(S(=O)(=O)c2ccc(Br)cc2)C1 (stereo unspecified),i,-0.05
Cc1ccc(CNC(=O)Cn2ncn3cccc3c2=O)cc1,i,1.49
Cc1ccccc1NC(=O)Cc1nnc(SCC(=O)NC2=NCCS2)n1C,i,-0.41
CCOC(=O)Cn1ncc2c(=O)oc3ccccc3c21,i,1.04
COc1ccnc(Oc2ccc(C)cc2C)c1C#N,i,-1.6
CCOC(=O)/C(C(=O)Nc1ccccc1Br)=C1/NC(C)(C)Cc2ccccc21,i,0.23
O=C(c1ccc2nc(N3CCOCC3)sc2c1)N1CCC(Cc2ccccc2)CC1,i,-1.2
COc1ccc(-c2noc(CCC(=O)N(C)c3cccc(C)c3)n2)cc1,i,-1.83
COC(=O)c1ccccc1NC(=O)C1CCN(c2ncnc3c2nc2n3CCCCC2)CC1,i,-2.28
O=C(CSc1ccc(-c2ccncc2)nn1)c1ccc(Cl)cc1,i,0.21
COc1ccc(OC)c(CCNC(=O)CCc2cn(C)c3ccccc23)c1,i,-5.64*
O=C(Nc1cccc(Cl)c1)OCc1cn(-c2ccccc2)nn1,i,-0.39
Cc1nc(-c2cccc(NS(=O)(=O)c3ccccc3)c2)cs1,i,-2.73
NC(=O)c1cc2ccc(O)cc2oc1=NCc1ccccc1,i,-23.3

# (further entries)
SMILES,KCNQ2 inh,Kir21 block
O=C(O)CCC(=O)Nc1ccc(/C=C/C(=O)C2CC2)cc1,i,-1.35
CCCCNc1ccc(C(CC(N)=O)NC(=O)Cc2ccc(Br)cc2)cc1[N+](=O)[O-] (stereo unspecified),i,-0.02
Nn1c(SCc2ccccc2)nc2c(cnn2-c2ccccc2)c1=O,i,-0.2
Cc1cc(SCC(=O)Nc2ccc(O)cc2)n2ncc(-c3ccccc3)c2n1,i,-0.54
Cc1ccc(C(=O)NC2CCS(=O)(=O)C2)cc1S(=O)(=O)N1CCOCC1 (stereo unspecified),i,1.75
CC(C)[C@H](NC(=O)Nc1cccc(C(F)(F)F)c1)C(=O)O,i,-0.38
CCOC(=O)C1=NN(c2cccc(C)c2)C2(S1)SC(C(C)=O)=C(C)N2c1ccccc1 (stereo unspecified),i,3.04
CC(=O)Nc1ccccc1C(=O)C(=O)Nc1cccc(C(=O)NCC2CCCO2)c1 (stereo unspecified),i,-0.39
O=C(O)c1nccnc1C(=O)N1CCN(c2ccccc2)CC1,i,1.56
COc1cc2c(cc1OC)C(COc1cccc(C(F)(F)F)c1)NCC2 (stereo unspecified),i,0.39
Cc1ccc(N(Cc2ccccc2)C(=O)c2ccc(F)c(S(=O)(=O)N3CCOCC3)c2)cc1,i,0.63
Cc1csc2ncc(C(=O)N3CCCc4ccccc43)c(=O)n12,i,-1.08
CCOc1ccc(NC(=O)Nc2ccc3c(c2)N(C)C(=O)CS3)cc1,i,-0.55
Cc1cccc(NS(=O)(=O)c2ccc3c(c2)CCN3C(=O)CCC(=O)O)c1,i,-0.11
Cc1cc(C)n(-c2cc(-n3nc(C)cc3C)ncn2)n1,i,-0.02
COc1cc2cc(CN(Cc3ccc4c(c3)OCO4)C(=O)c3ccco3)c(=O)[nH]c2cc1OC,i,-0.38
CCCn1nnnc1SCC(=O)c1ccc2c(c1)OCCO2,i,0.91
O=C(Oc1ccc(Cl)c2cccnc12)c1cccnc1,i,-0.38
Cc1ccc(-c2cc(C(F)F)nc(NCc3cccs3)n2)cc1,i,-0.61
CC1CCCCN1CCNC(=O)C1CCN(S(=O)(=O)c2cccc3cccnc23)CC1 (stereo unspecified),i,-0.59

# 3 structures from above, arranged by molecular weight, largest number first:
SMILES,KCNQ2 inh,Kir21 block
Cc1ccc(N(Cc2ccccc2)C(=O)c2ccc(F)c(S(=O)(=O)N3CCOCC3)c2)cc1,i,0.63
CCOc1ccc(NC(=O)Nc2ccc3c(c2)N(C)C(=O)CS3)cc1,i,-0.55
Cc1csc2ncc(C(=O)N3CCCc4ccccc43)c(=O)n12,i,-1.08

# Continuation:
SMILES,KCNQ2 inh,Kir21 block
COc1ccc(Cn2c(=O)[nH]c3cc(C(=O)N4CCN(c5ccc(C(C)=O)cc5)CC4)ccc3c2=O)cc1,i,1.54
Cc1ccc(NC(=O)Cn2nc(-c3ccco3)ccc2=O)cc1Cl,i,-0.44
CCOC(=O)c1sc(=NC(=O)c2cccc(Br)c2)n(C)c1C,i,0.43
COC(=O)C1=C(C)N(c2ccc(OC)c(OC)c2)C(=O)/C1=C\c1ccco1,i,0.65
CCOC(=O)c1c(N)sc2c(NC(C)=O)cccc12,i,0.23
COc1ccc(NC(=O)c2cccc(N3C(=O)C4C5CCC(C5)C4C3=O)c2)cc1 (stereo unspecified),i,1.41
CCNC(=O)NCCc1c[nH]c2ccc(Cl)cc12,i,1.19
CC(C)(C)c1ccc(C(=O)Oc2ccc3c(c2)OCC3=O)cc1,i,1.02
COc1ccc(Cc2nc3ccccc3n2CC(=O)N/N=C/c2ccccc2)cc1OC,i,-0.72

# Hits appear at their usual frequency, and some 1.9% of all compounds hit somewhere here.
